# VIM-2 inh: inhibitors of Pseudomonas aeruginosa VIM-2 metallo-beta-lactamase; purified VIM-2, nitrocefin hydrolysis, epi-absorbance fluorescence; inhibition, % at 5.6 µM; 0.89% of 290,000 active; AID 1527;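 active = inhibition above the mean of all tested compounds plus 3 SD, cutoff set per screening run, cut at about 7.5% in these data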;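 note: red hydrolysis product quenches plate fluorescence so inhibitors raise well fluorescence; 0% = enzyme with DMSO and 100% = DMSO without enzyme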
# SUMO HTRF inh: inhibitors of human SUMOylation (UBC9); inhibition, % at 35 µM; P63279; AID 2006; 0.36% of 290,000 active; HTRF SUMOylation assay, SAE1/SAE2 + UBC9, in vitro; in the data active = inhibition above about 50%, passing the limit was not always enough; note: strong numbers were not always called active
# NS3 helicase inh: blocks Hepatitis C virus NS3 helicase unwinding; NS3 helicase DNA unwinding, Cy5 molecular beacon fluorescence; inhibition, % at 10.9 µM; 0.56% of 290,000 active; AID 1800;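 active = inhibition above the mean of all tested compounds plus 3 SD, set per campaign, cut at about 35% in these data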;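 note: 0% = DMSO wells and 100% = thioflavine S control wells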
#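 Compound dosing – single dose, 10.9 µM nominal final, DMSO 0.8% final · System – NS3 helicase fragment of HCV · Buffer or medium – MOPS pH 6.5, MgCl2, DTT, Tween20, BSA · Signal – Cy5 beacon fluorescence read at start and 1 h · Also added – annealed dual-labelled DNA beacon duplex, ATP-started · Schedule – 1 h at 25 °C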
# GalR3 antagonist: blocks the human galanin receptor 3 | 0.44% of 360,000 active | inhibition, % at 3 µM | HEK293 GalR3-CNG cAMP membrane potential fluorescence; galR3 body fused to GalR1 C-terminus | O60755;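 active = inhibition above the screen-wide average plus 3 SD, cut at about 13% in these data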;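 note: forskolin and galanin both at EC90 stimulate the cells; cAMP rise reported by CNG channel membrane potential dye signal; 0% = forskolin plus galanin with DMSO and 100% = forskolin alone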
# IMP-1 inhibitor: inhibitors of Pseudomonas aeruginosa IMP-1 metallo-beta-lactamase; purified IMP-1, nitrocefin hydrolysis, epi-absorbance fluorescence; inhibition, % at 5.6 µM; 0.45% of 290,000 active; AID 1556;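 active = inhibition above the mean plus 3 SD of all compounds in the same screening run, cut at about 4.5% in these data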;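 note: 0% = IMP-1 with DMSO and 100% = DMSO wells lacking enzyme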
#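 System: purified IMP-1; amount: IMP-1 0.2 nM before substrate addition; compound: single dose, 5.6 µM; times: 25 °C, 15 min preincubation, 25 min reaction; signal: Epi-absorbance via hydrolysed-nitrocefin quenching of white-plate fluorescence, 480/530 nm, EDTA stop; benchmarks: DMSO with and without IMP-1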
# CRFBP-R2 block: CRF-BP/CRF-R2 complex antagonism; inhibition, % at 11.8 µM; HEK293 CRF-R2/CRF-BP, CRF-induced calcium fluorescence; 0.59% of 350,000 active;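 active = inhibition of the ligand-induced calcium signal above about 50% at the single tested concentration, limit read from the data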
# pCIP destab: lowers stability of the mouse p/CIP coactivator protein. F442A p/CIP-EGFP cells, EGFP fluorescence, 16 h. decrease of EGFP signal, % at 10 µM. 0.01% of 290,000 active. AID 1984;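 active = EGFP signal decrease of at least 30% at 10 µM or well 3 SD below plate mean, unless failing retest; inactive = the rest, including hits failing retest or dose response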; note: some compounds called inactive have numbers as strong as hits; many of its hits are not listed in these tables
# Target sequence (Q05BA5 1-1403): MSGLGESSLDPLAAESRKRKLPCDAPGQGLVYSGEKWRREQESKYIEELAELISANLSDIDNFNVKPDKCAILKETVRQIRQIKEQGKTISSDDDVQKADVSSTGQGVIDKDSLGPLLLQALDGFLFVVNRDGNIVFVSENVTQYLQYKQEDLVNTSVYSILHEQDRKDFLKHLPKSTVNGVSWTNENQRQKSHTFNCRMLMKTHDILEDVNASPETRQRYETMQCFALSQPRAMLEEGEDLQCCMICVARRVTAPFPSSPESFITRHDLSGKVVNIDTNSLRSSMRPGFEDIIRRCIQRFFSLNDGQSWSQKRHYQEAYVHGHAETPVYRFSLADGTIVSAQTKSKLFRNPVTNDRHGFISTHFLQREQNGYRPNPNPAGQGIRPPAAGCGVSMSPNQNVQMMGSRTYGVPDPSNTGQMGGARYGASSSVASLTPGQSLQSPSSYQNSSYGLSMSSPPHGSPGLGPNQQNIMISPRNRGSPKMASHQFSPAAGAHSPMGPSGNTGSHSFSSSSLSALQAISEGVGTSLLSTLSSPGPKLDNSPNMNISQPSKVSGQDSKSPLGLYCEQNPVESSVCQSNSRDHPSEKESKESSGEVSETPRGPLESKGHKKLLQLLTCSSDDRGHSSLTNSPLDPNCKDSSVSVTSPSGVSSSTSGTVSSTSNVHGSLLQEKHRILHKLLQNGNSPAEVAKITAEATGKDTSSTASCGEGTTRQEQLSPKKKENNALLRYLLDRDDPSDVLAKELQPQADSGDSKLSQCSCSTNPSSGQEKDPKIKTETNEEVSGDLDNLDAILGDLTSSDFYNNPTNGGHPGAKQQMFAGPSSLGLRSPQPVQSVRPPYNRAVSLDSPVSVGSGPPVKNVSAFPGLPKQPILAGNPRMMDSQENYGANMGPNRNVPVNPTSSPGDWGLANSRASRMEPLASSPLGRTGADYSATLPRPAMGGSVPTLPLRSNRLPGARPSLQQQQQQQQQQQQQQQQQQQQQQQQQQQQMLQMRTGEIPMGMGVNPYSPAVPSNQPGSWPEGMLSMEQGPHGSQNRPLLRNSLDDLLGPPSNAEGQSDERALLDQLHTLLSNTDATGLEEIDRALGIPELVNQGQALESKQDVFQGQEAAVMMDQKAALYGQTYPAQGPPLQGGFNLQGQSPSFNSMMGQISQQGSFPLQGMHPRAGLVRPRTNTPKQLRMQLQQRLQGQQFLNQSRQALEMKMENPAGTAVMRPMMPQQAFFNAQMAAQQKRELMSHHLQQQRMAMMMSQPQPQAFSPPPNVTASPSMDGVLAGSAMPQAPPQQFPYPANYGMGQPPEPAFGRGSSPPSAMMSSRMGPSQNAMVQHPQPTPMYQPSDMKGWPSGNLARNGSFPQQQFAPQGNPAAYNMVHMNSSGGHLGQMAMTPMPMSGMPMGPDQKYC
# IDE cell inh: inhibits human insulin-degrading enzyme in HEK cells. P14735. FAbetaB cleavage, fluorescence polarization. inhibition, % at 5.59 µM. 0.41% of 320,000 active. AID 434962;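 active = percent inhibition above the average of all tested compounds plus 3 SD, set per screening campaign, cut at about 16% in these data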;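 note: IDE supplied by intact live HEK cells; FP after avidin binding of uncleaved biotin substrate so inhibition keeps polarization high; 0% = DMSO wells and 100% = 60 µM reference IDE inhibitor Ii1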
# IDE act: activators of human insulin-degrading enzyme in cells; HEK cells, FAbeta-B cleavage, fluorescence polarization; 0% vehicle, 100% cell-free pure enzyme wells; AID 493087; 0.073% of 340,000 active; P14735; activation, % at 5.96 µM;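 active = activation above the mean of all tested compounds plus 3 SD, set per screening campaign, cut at about 17% in these data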
# The depositor's hits bear a star; · = no result given.
VIM-2 inh	SUMO HTRF inh	NS3 helicase inh	GalR3 antagonist	IMP-1 inhibitor	CRFBP-R2 block	pCIP destab	SMILES	IDE cell inh	IDE act
-0.6	25	1	-2	-2.9	-16	2	Cc1nnc(Nc2ccccc2F)s1	6	4
-2.7	6	1	-8	-3.7	3	18	O=[N+]([O-])c1ccccc1/C=N\Nc1nccs1	1	2
-1.1	5	-13	0	-0.8	-4	-6	COc1cccc(CNC(=O)C2CCN(S(=O)(=O)c3ccc(F)cc3)CC2)c1	·	-1
0.3	-19	-34	-7	-4.8	6	-8	COc1ccc(CNc2nc(-c3ccccc3)nc3ccccc23)cc1OC	1	2
·	·	·	-5	·	1	·	COc1ccc(OC)c(-c2csc(NC(=O)COC(=O)C3CC3)n2)c1	4	2
0.5	-5	-2	-3	-2.2	-10	-10	COC(=O)C1=C(C)Nc2nnnn2C1c1ccc(Cl)cc1Cl (centres undefined)	0	-2
-2.0	22	0	0	-0.2	10	-20	CN(C(=O)CSc1nnc(Cc2cccc3ccccc23)n1N)C1CCS(=O)(=O)C1 (centres undefined)	8	-5
-1.0	25	-2	-3	-3.1	22	-6	CSc1ccccc1C(=O)Nc1cc(C)cc(C)c1	-4	6
-0.6	-8	-1	-4	-2.6	8	-8	O=C(O)Cc1ccc(N=Cc2c(O)ccc3ccccc23)cc1	3	5
-3.8	-4	3	-7	-5.2	7	1	O=C(NCCS(=O)(=O)N1CCN(c2ccccc2F)CC1)c1ccc(Br)cc1	-4	-2
0.5	4	-1	-9	-1.0	5	15	O=C(COC(=O)c1ccc2c(c1)C(=O)N(Cc1ccco1)C2=O)NCC(F)(F)F	4	2
-1.3	·	1	2	-0.9	-4	·	CC1(C)Cc2c(sc3ncn4nc(-c5ccco5)nc4c23)CO1	-1	4
-0.7	9	3	-4	-3.0	1	6	CC(C)(C)NC(=O)NC12CC3CC(CC(C3)C1)C2	0	7
0.7	19	-7	-9	-0.9	-4	2	CCCCCc1c(C)[nH]c2nc3ccccc3n2c1=O	-6	5
1.4	-8	12	-4	-1.6	-9	5	COCCN(C(=O)c1snc(C(N)=O)c1N)C(C(=O)NC1CCCCC1)c1ccc(F)cc1 (centres undefined)	-2	0
-1.7	6	14	-3	0.6	6	-13	O=C1CCCN1CCCNS(=O)(=O)c1ccccc1	1	0
-0.7	4	0	-2	-4.4	12	14	COc1ccc2c(c1)c(N=O)c(O)n2C	6	5
-2.7	-15	0	-8	-4.2	-26	7	CCC(OC(=O)CN1C(=O)c2ccccc2C1=O)C(=O)NC1CCCC1 (centres undefined)	7	4
0.6	11	-2	·	-0.3	-20	-5	O=C(c1cccc(N2CCCC2=O)c1)N1CCN(c2cccc(Cl)c2)CC1	1	-12
-0.8	33	-12	-4	-1.5	4	-2	Cc1csc2c(=O)n(CCO)c(=O)[nH]c12	2	·

# Next part; the last 2 above are carried over.
VIM-2 inh	SUMO HTRF inh	NS3 helicase inh	GalR3 antagonist	IMP-1 inhibitor	CRFBP-R2 block	pCIP destab	SMILES	IDE cell inh	IDE act
0.6	11	-2	·	-0.3	-20	-5	O=C(c1cccc(N2CCCC2=O)c1)N1CCN(c2cccc(Cl)c2)CC1	1	-12
-0.8	33	-12	-4	-1.5	4	-2	Cc1csc2c(=O)n(CCO)c(=O)[nH]c12	2	·
·	·	·	-4	·	8	·	Cc1nn(-c2ccccc2)c(C)c1NC(=O)COC(=O)c1cc(Cl)ccc1O	-4	2
-1.3	8	11	-6	-3.4	-1	-5	CC1CCCCC1NC(=O)C1CCC(CNS(=O)(=O)c2cccc3cccnc23)CC1 (centres undefined)	4	4
0.1	16	0	-9	-0.9	-3	-16	O=C1NC(=O)/C(=C/c2ccccc2Cl)N1	-2	4
36*	11	-7	1	-3.1	7	-2	CCCCn1c(-c2nn(C)c(C)c2Cl)n[nH]c1=S	-3	0
-1.0	10	-7	-11	-1.6	15	-18	COc1ccc(/C(N)=N/OC(=O)Cc2ccc(OC)c(OC)c2)cc1	-2	2
1.5	22	-18	-5	-2.6	-13	-10	O=C(Cn1cnc2ccccc21)N/N=C/c1ccco1	8	3
-3.0	-13	2	-5	-1.0	-9	-2	Nc1nonc1-c1nc2ccccc2n1CC(=O)N1CCN(c2ccc(F)cc2)CC1	5	0
-2.5	16	-4	0	-3.0	18	0	CCCCN(C(=O)Cc1cccs1)c1nnc(-c2cccnc2)s1	-7	7
0.6	-16	0	-1	-0.3	16	2	Cc1ccccc1NC(=O)C1C2CC/C=C\CCC21 (centres undefined)	-1	1
-1.7	0	2	-2	-2.6	7	-3	COc1ccc2c(c1)c(C(C)=O)c(C)n2-c1ccccc1	-1	2
4.4	6	7	0	2.6	12	-13	CCC1CCCN1Cn1cnc2c([nH]c3ccccc32)c1=O (centres undefined)	-1	5
2.8	8	-9	-5	0.6	-21	8	Cc1ccc(C2(C(F)(F)F)NC(=O)N3CCCN=C3S2)cc1 (centres undefined)	-4	3
-4.7	12	8	-2	-2.9	-3	2	CN(CC(=O)NNC(=O)c1cccnc1)S(=O)(=O)c1cc(Cl)ccc1Cl	1	8
-1.6	18	6	-3	-1.0	26	-7	CNC(=O)c1sc(SC)cc1-c1ccc(Cl)cc1	2	4
-2.7	12	-2	-4	-1.2	4	-3	CC(c1ccco1)N(C(=O)c1ccc(S(=O)(=O)N2CCCCC2)cc1)c1ccccn1 (centres undefined)	5	-3
·	·	·	-5	·	-15	·	O=C(Nc1cccc(S(=O)(=O)N2CCCCCC2)c1)c1cncc(Br)c1	5	2
·	·	·	0	·	-20	·	COCCCN(C(=O)c1cc2c(s1)CCCCC2)c1c(N)n(Cc2ccccc2)c(=O)[nH]c1=O	2	3
-7.5	-52	-18	-4	-3.3	-14	2	O=C(CCC(=O)Nc1ccc(Br)cc1)N/N=C/c1cc([N+](=O)[O-])ccc1O	-4	1
4.1	4	-58	-1	-0.5	-21	-6	OCCN1CCN(c2nc(-c3ccccc3)nc3c2oc2ccccc23)CC1	5	-1
0.1	-7	10	-8	-2.8	17	-8	O=C(Cn1c(C(=O)O)cc2ccccc21)c1ccccc1	2	0

# Look-ups from the list.
# IDE cell inh with CCCCCc1c(C)[nH]c2nc3ccccc3n2c1=O reads -6
# CRFBP-R2 block with COCCCN(C(=O)c1cc2c(s1)CCCCC2)c1c(N)n(Cc2ccccc2)c(=O)[nH]c1=O reads -20
# NS3 helicase inh with O=C1CCCN1CCCNS(=O)(=O)c1ccccc1 reads 14
# SUMO HTRF inh with CCCCN(C(=O)Cc1cccs1)c1nnc(-c2cccnc2)s1 reads 16
# VIM-2 inh with Cc1nnc(Nc2ccccc2F)s1 reads -0.6
# GalR3 antagonist with CC1(C)Cc2c(sc3ncn4nc(-c5ccco5)nc4c23)CO1 reads 2
# GalR3 antagonist with CC1CCCCC1NC(=O)C1CCC(CNS(=O)(=O)c2cccc3cccnc23)CC1 (centres undefined) reads -6

# Following part
VIM-2 inh	SUMO HTRF inh	NS3 helicase inh	GalR3 antagonist	IMP-1 inhibitor	CRFBP-R2 block	pCIP destab	SMILES	IDE cell inh	IDE act
·	·	·	-8	·	-27	·	C[C@@H]1CN([C@H](C)CO)C(=O)c2cc(NS(=O)(=O)c3ccc(F)cc3)ccc2O[C@@H]1CN(C)Cc1ccc(Cl)c(Cl)c1	-5	5
3.5	-19	8	-2	1.2	4	-1	CN1CCN(C(=O)c2cnn(-c3ccccc3)c2NC(=O)c2ccc(Br)cc2)CC1	-2	1
3.6	7	7	-8	-1.6	-8	2	CC(C)NC(=O)NC(=O)COC(=O)c1c2c(nc3ccccc13)CCC2	4	2
-2.2	6	-11	0	-2.9	-10	-5	COC(=O)c1ccccc1NC(=O)CSc1nc(-c2ccco2)cc(C(F)(F)F)n1	0	1
-0.3	30	28	-2	-2.8	3	-21	CC(=O)NC1=NC(=O)/C(=C/c2cc(C)n(-c3cccc(C(=O)O)c3)c2C)S1	·	·
1.8	7	-10	-10	-2.8	-40	1	CN1CCN(c2nc(-c3cccs3)cc(C(F)(F)F)n2)CC1	-4	1
-5.0	13	1	-6	-3.2	0	1	C[C@@H](C(=O)NCCCCCC(=O)O)n1nnc2ccccc2c1=O	3	1
-2.6	14	1	-5	-2.6	5	-3	CCOc1ccc(NC(=O)c2ccco2)cc1	-2	2
-3.5	-1	5	2	-1.3	-12	-2	O=C1C2C3CCC(CC3)C2C(=O)N1c1ccccc1 (centres undefined)	4	0
·	·	·	-6	·	-21	·	O=C(CSC(=S)N1CCCC1)N(Cc1nnc(-c2ccccc2Cl)o1)C1CC1	0	0
-2.4	-7	-8	-4	-4.2	-12	-11	O=C(CN1CCN(Cc2ccccc2Cl)CC1)N/N=C/c1ccccn1	3	-3
-1.1	17	-5	12	-4.8	-31	-4	COc1ccc(N2C(=O)C3CCCN3C2c2cccc(F)c2)cc1Cl (centres undefined)	2	6

# Arranged by SMILES length (low to high): 7 of the compounds above
VIM-2 inh	SUMO HTRF inh	NS3 helicase inh	GalR3 antagonist	IMP-1 inhibitor	CRFBP-R2 block	pCIP destab	SMILES	IDE cell inh	IDE act
0.6	-16	0	-1	-0.3	16	2	Cc1ccccc1NC(=O)C1C2CC/C=C\CCC21 (centres undefined)	-1	1
-3.5	-1	5	2	-1.3	-12	-2	O=C1C2C3CCC(CC3)C2C(=O)N1c1ccccc1 (centres undefined)	4	0
0.1	-7	10	-8	-2.8	17	-8	O=C(Cn1c(C(=O)O)cc2ccccc21)c1ccccc1	2	0
0.5	-5	-2	-3	-2.2	-10	-10	COC(=O)C1=C(C)Nc2nnnn2C1c1ccc(Cl)cc1Cl (centres undefined)	0	-2
·	·	·	-5	·	-15	·	O=C(Nc1cccc(S(=O)(=O)N2CCCCCC2)c1)c1cncc(Br)c1	5	2
·	·	·	-6	·	-21	·	O=C(CSC(=S)N1CCCC1)N(Cc1nnc(-c2ccccc2Cl)o1)C1CC1	0	0
-0.3	30	28	-2	-2.8	3	-21	CC(=O)NC1=NC(=O)/C(=C/c2cc(C)n(-c3cccc(C(=O)O)c3)c2C)S1	·	·
